Assay outcomes (PubChem BioAssay)
RTF Ca sens act: increases calcium sensitivity of human cardiac regulated thin filaments; AID 493008; activation, % at 7.2 µM; P19429+P45379; IANBD-labeled TnC RTF fluorescence at EC20 calcium; 0% EC20 calcium, 100% full calcium; hit rate 0.24% among 340,000;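 active means activation above the mean over all tested compounds plus 3 SD, cut at about 30% in these data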;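 further: rise in fluorescence read as greater calcium sensitivity of cardiac thin filaments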
Keap1-Nrf2 PPI: disrupts human Keap1 binding to Nrf2 peptide; AID 504523; Q14145; Keap1 Kelch-Nrf2 peptide fluorescence polarization, 1536-well; hit rate 0.15% among 340,000; inhibition, % at 9.4 µM; in the data active means inhibition above about 12%;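 further: human Keap1 Kelch domain with fluorescein labeled Nrf2 9mer peptide probe; 0% = neutral control wells and 100% = peptide positive control; higher means more block of Keap1 binding to Nrf2 peptide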
PfHsp90 set2: inhibits growth of yeast expressing Plasmodium falciparum Hsp90; S. cerevisiae expressing PfHsp90, BacTiter-Glo ATP, 48 h; yeast lacking PDR1 and PDR3 efflux regulators; inhibition, % at 9.4 µM; hit rate 0.32% among 310,000; AID 504621;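 active means every replicate shows inhibition above about 80%, whatever the replicate mean, limit read from the data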;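 further: 0% = DMSO neutral controls and 100% = 20 µM radicicol positive controls; yeast relying on Plasmodium falciparum Hsp90 in place of its own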
LANA DNA inh: inhibitors of KSHV LANA C-terminal domain DNA binding; MBP-C-LANA/FAM-LBS DNA binding, fluorescence polarization; inhibition, % at 9 µM; hit rate 0.078% among 340,000; AID 504423;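 active means highest replicate inhibition at or above 60% at 9 µM, even if other replicates fall short; inactive means all replicates below 60% inhibition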;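 further: 0% = neutral control wells and 100% = 4 µM acridine orange control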
SUMO Mot1 rescue: SUMOylation pathway inhibition by Mot1-301 growth rescue. S. cerevisiae Mot1-301 growth rescue, ATP luminescence, 38.5C; percent above DMSO median, 100 means doubled. growth rescue, % at 18.8 µM. hit rate 1% among 320,000;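 active means every valid replicate shows activation above 250% relative to neutral control wells; inactive means the rest, any valid replicate at or below 250%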;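 further: OY570 slx delta 5 strain wells were the positive control but not used for scaling; some compounds called inactive have numbers as strong as hits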
PvdQ inh: P. aeruginosa PvdQ acylase inhibition; inhibition, % at 10 µM; hit rate 0.063% among 340,000; purified PvdQ acylase, fluorescence plate reader; in the data active means inhibition above about 30%, passing the limit was not always enough;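 further: 0% = vehicle neutral wells and 100% = reference inhibitor wells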
CDK5 p35 inh: inhibitors of human CDK5/p35 kinase | Recombinant CDK5/p35, ADP-Glo luminescence, 60 min | inhibition, % at 10 µM | hit rate 0.01% among 330,000;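 active means highest replicate inhibition of at least 50% and at least 75% of replicates reaching 50%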;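 further: plate controls were DMSO neutral control for no effect and GW8510 at 10 µM for full effect; many of its hits are not listed in these tables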
Target sequence (Q00535 whole entry, looked up): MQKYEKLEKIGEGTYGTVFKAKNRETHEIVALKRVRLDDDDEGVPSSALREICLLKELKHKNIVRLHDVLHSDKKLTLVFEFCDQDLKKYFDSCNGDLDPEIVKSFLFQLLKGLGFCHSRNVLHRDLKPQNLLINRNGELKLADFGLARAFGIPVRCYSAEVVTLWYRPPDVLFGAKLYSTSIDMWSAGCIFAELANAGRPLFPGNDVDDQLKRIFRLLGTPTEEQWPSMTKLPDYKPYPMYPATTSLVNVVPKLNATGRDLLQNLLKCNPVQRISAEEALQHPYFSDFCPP
Target sequence (Q15078 whole entry, looked up): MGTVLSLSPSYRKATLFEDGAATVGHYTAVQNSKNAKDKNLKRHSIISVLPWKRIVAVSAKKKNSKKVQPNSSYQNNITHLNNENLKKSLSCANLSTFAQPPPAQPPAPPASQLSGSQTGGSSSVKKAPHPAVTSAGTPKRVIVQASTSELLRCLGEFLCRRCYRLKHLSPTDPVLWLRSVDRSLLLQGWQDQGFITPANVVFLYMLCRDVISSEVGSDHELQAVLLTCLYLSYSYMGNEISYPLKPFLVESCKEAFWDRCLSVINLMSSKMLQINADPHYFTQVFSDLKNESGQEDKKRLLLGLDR
dFosB act: activators of mouse delta FosB homodimer | P13346 | purified delta FosB, TAMRA-CDK5 oligo fluorescence polarization; percent of positive-control signal above neutral wells | activation, % at 25 µM | hit rate 0.99% among 340,000 | AID 493131;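 active means mean activation above about 17%, with every replicate also reaching it, limit read from the data, passing the limit was not always enough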;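 further: fluorescence polarization rise as delta FosB binds a TAMRA Cdk5 AP-1 oligo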
Rtt109 HAT inh: blocks Candida albicans Rtt109/Vps75 acetyltransferase activity | Q5AAJ8 | purified Rtt109/Vps75, ThioGlo CoA-SH fluorescence, 4 h | inhibition, % at 34.9 µM | hit rate 0.16% among 330,000;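 active means inhibition of at least 50% in every replicate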
Target sequence (Q5AAJ8 whole entry, looked up): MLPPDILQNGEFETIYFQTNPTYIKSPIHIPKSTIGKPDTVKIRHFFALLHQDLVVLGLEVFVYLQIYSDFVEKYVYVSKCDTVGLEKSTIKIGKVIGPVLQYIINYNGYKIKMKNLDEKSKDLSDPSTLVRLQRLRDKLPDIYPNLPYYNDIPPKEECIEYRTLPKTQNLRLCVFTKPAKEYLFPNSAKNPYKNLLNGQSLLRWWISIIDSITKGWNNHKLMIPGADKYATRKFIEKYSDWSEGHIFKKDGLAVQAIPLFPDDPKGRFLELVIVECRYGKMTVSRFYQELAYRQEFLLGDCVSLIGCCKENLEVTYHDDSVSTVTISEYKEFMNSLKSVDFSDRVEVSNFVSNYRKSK
NSD2 inh: NSD2 (human) methyltransferase inhibition; O96028; NSD2 peptide methylation, AlphaScreen, 120 min; inhibition, % at 12.5 µM; hit rate 0.54% among 310,000; AID 743445; in the data active means inhibition above about 50%
RTF Ca sens inh: cardiac RTF calcium desensitization; IANBD-labeled cardiac RTF, Ca2+ fluorescence; inhibition, % at 7.15 µM; hit rate 0.12% among 340,000;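 active means inhibition above the mean inhibition of all tested compounds plus 3 SD, cut at about 17% in these data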;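 further: assay run at fixed EC70 calcium of 1.6 mM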
* hit, by the source's call; · = no result given; & = joins results of further samples.

SMILES	RTF Ca sens act	Keap1-Nrf2 PPI	PfHsp90 set2	LANA DNA inh	SUMO Mot1 rescue	PvdQ inh	CDK5 p35 inh	dFosB act	Rtt109 HAT inh	NSD2 inh	RTF Ca sens inh
Cc1ccc(NC2OC(C(O)CO)C(O)C2O)cc1[N+](=O)[O-] (centres undefined)	16	-3	-20	-0.2	-7	-7	0.9	-13	2	-9	-17
COc1ccccc1-c1nnc(SCC(=O)N2CC(C)CC(C)C2)o1 (centres undefined)	-5	1	-1	-0.8	55	-12	-1.2	-11	10	0	-8
COc1ccc(Cc2nc3ccc(C(=O)N(C)C(C)c4ccon4)cc3o2)cc1 (centres undefined)	-6	4	-12	0.8	3	-8	0.1	-9	2	-2	-4
CC1CCCCC12NC(=O)N(CC(=O)Nc1ccc3c(c1)OCCCO3)C2=O (centres undefined)	0	3	-14	0.6	6	-9	-1.5	-5	5	0	1
O=C(N/N=C(\CC(=O)c1cccs1)C(F)(F)F)c1ccncc1	·	1	6	-1.8	-19	-4	0.6	-2	-16	-1	·
COc1ccc(/C=C/C(=O)NC(=S)Nc2ccc(S(N)(=O)=O)cc2)cc1	2	-5	-12	38	25	-4	-1.6	6	-4	-2	-10
COc1ccc(C(=O)CN2C(=O)C(C)(C)Oc3ccc(C(=O)N4CCCCCC4)cc32)cc1	2	2	17	1.2	-9	2	-1.7	-8	16	-1	-5
CNC(=O)c1cc2c(cn1)[nH]c1ccccc12	-3	-4	-13	-0.3	-1	-9	-0.7	-4	7	·	8
O=C(/C=C/c1ccco1)OCC(=O)N1CCCCC1	-5	-2	·	3.0	-5	4	1.4	1	-10	4	6
O=C(NN=C1CCCC1)c1ccc(O)cc1O	-8	0	-10	-1.9	12	-8	2.7	-6	2	4	-5
COC(=O)c1ccc(COc2ccc(-c3nnn(CC(=O)NC(C)(C)C)n3)cc2)cc1	5	-2	3	0.6	-3	-9	1.0	-2	8	-1	-9
COc1ccc(S(=O)(=O)N2CCN(c3cnccn3)CC2)cc1	-6	-6	·	0.3	10	4	-0.5	-4	-10	1	-2
Cc1ccccc1NC(=O)N1CCN(S(=O)(=O)c2ccccc2)CC1	0	-3	-16	-0.1	-4	-7	0.6	8	7	1	1
COC(=O)COc1ccc(-c2nccc(-c3ccc(Br)cc3)n2)cc1	2	-2	12	0.4	-1	-11	-2.0	2	7	4	-2
COc1ccc(NC(=O)CCS(=O)(=O)c2cc3c(cc2C)NC(=O)CO3)cc1	12	-4	29	0.2	1	-20	-1.9	1	-2	·	-7
COc1cccc(NC(=O)COC(=O)COc2ccccc2[N+](=O)[O-])c1	-2	-3	-1	-0.3	·	0	0.9	-14	3	5	-19
CSc1cccc(NC(=O)c2cc(S(=O)(=O)N3CCCC3)cn2C)c1	5	-3	10	-1.6	4	-6	-1.6	-7	-12	·	-8
O=C(Cc1ccc(S(=O)(=O)N2CCOCC2)s1)NCCOc1ccccc1F	-5	-5	6	2.3	340	-12	-0.9	3	7	-1	-15
Oc1oc(-c2ccccc2Br)nc1C=Nc1ccc(Br)cn1	6	1	-9	0.3	27	-16	2.4	47*	0	1	1
O=C(c1ccccc1Oc1ccccc1)N1CCN(c2ccccc2)CC1	-3	1	-2	-2.4	-4	3	0.5	-9	20	2	-4
N/C(=N\OC(=O)CCC1CCCC1)c1ccc(Br)cc1	-1	-1	-5	0.1	35	-17	0.3	-9	-14	-7	-9
CCOC(=O)c1cc(NC(=O)c2cnccn2)cc(C(=O)OCC)c1	-7	4	-1	-1.5	-13	-8	-0.9	-7	-1	-1	5
COc1ccc(Oc2ccc(N/C=C3/CCCC3=O)cc2)cc1	-12	-1	8	0.4	133	-16	1.3	-10	3	8	0
O=S(=O)(NN1CCOCC1)c1ccc(Br)s1	-2	-2	17	0.0	-14	6	-0.4	0	-10	3	-3
Cc1ccc(CSc2nn3c(=O)c(C)nnc3s2)cc1	3	4	-2	1.1	5	9	0.5	3	-4	1	-4
COc1ccc(-n2c(SCC(=O)Nc3cc(C)on3)nc3ccccc3c2=O)cc1Cl	4	-3	·	·	-4	5	-0.4	-2	11	6	0
Cc1cccc(-n2nnnc2SCC(=O)N(CC(C)C)c2c(N)n(CC(C)C)c(=O)[nH]c2=O)c1	3	-3	·	0.3	2	-9	-0.2	32*	-18	2&1	-7
O=C(COC(=O)c1nc(Cl)ccc1Cl)c1ccc(Cl)s1	-7	4	8	0.0	-11	3	-0.1	-11	·	-1	7
NC(=O)NC(CC(=O)NCCc1ccccn1)c1ccccc1Cl (centres undefined)	-3	-2	4	2.4	20	-9	1.0	-3	-6	-1	-3
COc1ccc(C(C(=O)NC2CCCC2)N(Cc2cccnc2)C(=O)Cc2cccs2)c(OC)c1 (centres undefined)	-6	0	21	3.7	-3	-4	-0.5	-12	-2	1	-3
Cc1no[n+]([O-])c1COc1ccc(/C=C(\C#N)C(N)=O)cc1	-6	-3	-11	-1.1	-17	-7	-0.2	3	·	-2	1
Cc1c(OCC(=O)NCCCN2CCOCC2)ccc2c3c(c(=O)oc12)CCC3	0	0	27	2.1	1	-7	-3.8	-17	1	3	2
N=C1/C(=C\c2ccc(OC(=O)c3ccccc3Cl)cc2)C(=O)N=C2SC(N3CCOCC3)=NN12	4	-5	-24	-1.5	9	-1	·	-2	6	9	-1
COc1cc(OC)c(OC)cc1/C=N/n1c(-c2n[nH]c3c2CCC3)n[nH]c1=S	5	-3	-1	2.4	-5	4	0.3	3	-3	-2	-17
COc1ccc(C2C(C(C)=O)=C(O)C(=O)N2c2ccc(O)cc2)cc1 (centres undefined)	-6	2	3	0.2	80	-1	-1.2	0	1	5	-2
O=C(C[C@H]1C/C=C\C[C@@H](Cc2ccc(F)cc2)C(=O)O[C@@H](c2ccccc2)CNC1=O)NCCO	-2	-2	2	-2.1	8	-14	-0.1	0	11	·	-5
COc1cccc(CN(Cc2ccco2)S(=O)(=O)c2ccc(S(=O)(=O)NCc3ccccc3)cc2)c1OC	-3	-3	-8	0.5	12	-2	-1.3	-2	1	-6	-4
COc1ccc(Cc2nc(-c3cccc(C)c3)no2)cc1	-5	0	-29	0.7	355	-6	-1.6	-6	-6	·	-1
Cc1ccc(CNC(=O)c2ccc[nH]2)cc1	3	-2	2	1.9	-1	-16	-2.2	3	9	3	-6
Fc1ccccc1NC(=S)NNc1ncc(C(F)(F)F)cc1Cl	-6	2	1	2.5	8	-3	2.2	-3	0	2	-9
CN(C)c1ccc(S(=O)(=O)N2CCCCC2)cc1NC(=O)C1CSC2(C)CCC(=O)N12 (centres undefined)	1	0	·	-0.2	-8	-11	2.4	-10	7	-19	-1
O=S(=O)(c1cccs1)N1CN(Cc2ccco2)c2nc3ccccc3nc21	-1	4	35	14	38	-5	1.7	-10	-6	0	-1
COc1cccc(N2CCN(C(=O)c3cc4c(s3)CCCCC4)CC2)c1	-3	-1	-11	-0.6	-7	-14	-1.4	-9	5	-7	-19
Cc1[nH]c2ccccc2c1C(=O)COC(=O)CCS(=O)(=O)c1ccccc1Cl	1	-1	-2	1.0	11	-12	-1.2	-5	-1	-1	3
COc1ccc(NC(=O)Nc2nnc(N3CCC(C)CC3)s2)cc1OC	-2	0	7	-1.5	-3	-12	-0.3	-3	-10	·	3

Quoted from the entries so far, 2 compounds:
SMILES	RTF Ca sens act	Keap1-Nrf2 PPI	PfHsp90 set2	LANA DNA inh	SUMO Mot1 rescue	PvdQ inh	CDK5 p35 inh	dFosB act	Rtt109 HAT inh	NSD2 inh	RTF Ca sens inh
O=S(=O)(NN1CCOCC1)c1ccc(Br)s1	-2	-2	17	0.0	-14	6	-0.4	0	-10	3	-3
Cc1ccc(CSc2nn3c(=O)c(C)nnc3s2)cc1	3	4	-2	1.1	5	9	0.5	3	-4	1	-4

Not a retest: nine of the compounds above.
SMILES	RTF Ca sens act	Keap1-Nrf2 PPI	PfHsp90 set2	LANA DNA inh	SUMO Mot1 rescue	PvdQ inh	CDK5 p35 inh	dFosB act	Rtt109 HAT inh	NSD2 inh	RTF Ca sens inh
Cc1ccc(NC2OC(C(O)CO)C(O)C2O)cc1[N+](=O)[O-] (centres undefined)	16	-3	-20	-0.2	-7	-7	0.9	-13	2	-9	-17
COc1ccccc1-c1nnc(SCC(=O)N2CC(C)CC(C)C2)o1 (centres undefined)	-5	1	-1	-0.8	55	-12	-1.2	-11	10	0	-8
COc1ccc(Cc2nc3ccc(C(=O)N(C)C(C)c4ccon4)cc3o2)cc1 (centres undefined)	-6	4	-12	0.8	3	-8	0.1	-9	2	-2	-4
CC1CCCCC12NC(=O)N(CC(=O)Nc1ccc3c(c1)OCCCO3)C2=O (centres undefined)	0	3	-14	0.6	6	-9	-1.5	-5	5	0	1
O=C(N/N=C(\CC(=O)c1cccs1)C(F)(F)F)c1ccncc1	·	1	6	-1.8	-19	-4	0.6	-2	-16	-1	·
COc1ccc(/C=C/C(=O)NC(=S)Nc2ccc(S(N)(=O)=O)cc2)cc1	2	-5	-12	38	25	-4	-1.6	6	-4	-2	-10
COc1ccc(C(=O)CN2C(=O)C(C)(C)Oc3ccc(C(=O)N4CCCCCC4)cc32)cc1	2	2	17	1.2	-9	2	-1.7	-8	16	-1	-5
CNC(=O)c1cc2c(cn1)[nH]c1ccccc12	-3	-4	-13	-0.3	-1	-9	-0.7	-4	7	·	8
O=C(/C=C/c1ccco1)OCC(=O)N1CCCCC1	-5	-2	·	3.0	-5	4	1.4	1	-10	4	6

The list goes on.
SMILES	RTF Ca sens act	Keap1-Nrf2 PPI	PfHsp90 set2	LANA DNA inh	SUMO Mot1 rescue	PvdQ inh	CDK5 p35 inh	dFosB act	Rtt109 HAT inh	NSD2 inh	RTF Ca sens inh
O=C(/C(=C/O)N=Nc1ccccc1)c1ccc(Cl)cc1	5	-2	106*	-3.3	-23	-8	-2.6	-20	2	11	-3
Cc1ccc2cc(CN(CCO)Cc3nnnn3Cc3ccc(F)cc3)c(=O)[nH]c2c1	3	-3	-3	1.6	8	-12	-0.2	-8	-5	·	1
COc1ccc(NC(=O)n2ncc3c(C)cccc32)cc1	0	0	18	-3.0	17	-17	0.3	-1	-6	-1	-3
CCO[C@@H]1OC(C(=O)N2CCOCC2)=C[C@H](c2cn(C(C)=O)c3ccccc23)[C@H]1CCCO	1	0	15	2.2	7	8	-0.5	-4	1	·	-11
CCOC(=O)c1ccc(NC(=O)c2sc3nc(N4CCOCC4)c4c(c3c2N)CCCC4)cc1	-5	-5	-8	1.7	14	2	0.2	-11	3	-5	-10
CC(C)COc1cccc(C(=O)N(CC(=O)Nc2ccccc2C(F)(F)F)Cc2ccco2)c1	3	-4	-11	-1.8	1	-8	-4.8	-17	-3	·	1
CN(C)c1nc(NS(=O)(=O)c2ccc(Cl)cc2)nc(N(C)C)n1	-2	-6	·	-0.6	8	2	4.4	-7	13	0	0
O=C(Cn1c(=O)n(CC2CCCO2)c(=O)c2ccccc21)c1ccc(Cl)c(Cl)c1 (centres undefined)	-8	-6	-2	1.4	-9	5	-0.1	4	-2	-3	0
